Bioassay records as filed in PubChem BioAssay.
DNMT1 block: inhibitors of human DNMT1. P26358. DNMT1 molecular beacon, Hinp1I cleavage, fluorescence. inhibition (reported as % activation of signal), % at 10 µM. hit rate 0.83% among 360,000; in the data active means inhibition above about 50%
Scp1 inh: blocks human Scp-1 phosphatase activity; Q9GZU7; Recombinant Scp1, phosphopeptide, malachite green phosphate absorbance; inhibition, % at 20 µM; hit rate 0.88% among 340,000;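 active means inhibition above about 50% at 20 µM, limit read from the data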;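 further: plate controls were DMSO wells with enzyme for no effect and wells lacking enzyme for full effect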
Target sequence (Q9GZU7 76-261 limits assumed): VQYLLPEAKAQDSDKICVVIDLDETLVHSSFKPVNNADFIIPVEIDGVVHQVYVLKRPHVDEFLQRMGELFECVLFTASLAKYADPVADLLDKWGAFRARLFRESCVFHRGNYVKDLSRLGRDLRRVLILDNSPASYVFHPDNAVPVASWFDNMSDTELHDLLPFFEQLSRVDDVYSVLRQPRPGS
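Test system – truncated SCP-1 phosphatase (76-261aa) · Reagent – Phosphorylated 17-residue peptide substrate · Incubation – 45 min room-temperature reaction, 5 min colour, 30 min stabiliser · Detection – colorimetric phosphate reagent with accelerator and stabiliser, absorbance at 630 nm · Measure – % inhibition at 20 µM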
E coli Lon inh: inhibits E. coli Lon protease | hit rate 0.42% among 360,000 | purified E. coli Lon protease, fluorescence polarization | inhibition, % at 7.94 µM; in the data active means inhibition above about 13%, passing the limit was not always enough;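 further: 0% = enzyme with probe and DMSO and 100% = no enzyme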
Target sequence (P0A9M0 whole entry, looked up): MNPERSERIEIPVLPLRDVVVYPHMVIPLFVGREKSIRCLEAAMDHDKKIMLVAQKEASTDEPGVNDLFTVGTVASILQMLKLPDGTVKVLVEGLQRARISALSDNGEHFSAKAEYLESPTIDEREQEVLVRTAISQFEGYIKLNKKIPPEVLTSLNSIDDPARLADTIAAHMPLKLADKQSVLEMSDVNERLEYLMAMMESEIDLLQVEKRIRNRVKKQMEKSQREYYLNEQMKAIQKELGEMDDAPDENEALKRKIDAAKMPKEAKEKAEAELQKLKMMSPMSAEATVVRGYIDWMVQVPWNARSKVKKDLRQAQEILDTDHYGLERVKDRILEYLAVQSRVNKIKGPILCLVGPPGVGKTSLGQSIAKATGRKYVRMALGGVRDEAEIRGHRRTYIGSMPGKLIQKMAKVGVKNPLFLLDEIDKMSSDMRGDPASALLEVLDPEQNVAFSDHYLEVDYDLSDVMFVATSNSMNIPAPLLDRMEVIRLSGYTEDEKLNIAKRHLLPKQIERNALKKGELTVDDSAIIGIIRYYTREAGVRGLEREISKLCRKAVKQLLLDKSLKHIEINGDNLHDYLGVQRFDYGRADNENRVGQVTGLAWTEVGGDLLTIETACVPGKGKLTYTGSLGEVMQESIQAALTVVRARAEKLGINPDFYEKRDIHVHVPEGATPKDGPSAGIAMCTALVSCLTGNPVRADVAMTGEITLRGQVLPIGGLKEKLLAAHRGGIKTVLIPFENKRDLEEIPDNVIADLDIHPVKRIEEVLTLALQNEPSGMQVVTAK
MsrA act: activators of bovine methionine sulfoxide reductase A; activation, % at 10.6 µM; AID 602163; purified bovine MsrA, absorbance read-out; hit rate 0.3% among 360,000; in the data active means activation above about 7.5%;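 further: 0% = vehicle and 100% = reference activator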
NRP1-CendR mod: NRP-1/CendR interaction modulation; O14786; FAM-RPARPAR peptide binding to NRP-1, fluorescence polarization; inhibition, % at 25 µM; hit rate 0.85% among 360,000;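 active means inhibition or corrected inhibition above about 18%, plus a signal ratio from 0.5 to 1.5, limit read from the data, passing the limit was not always enough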; further: strong numbers were not always called active
TbMetRS inhib: Trypanosoma brucei MetRS inhibition. AID 624268. inhibition, % at 11.9 µM. purified T. brucei MetRS, ATP depletion, Kinase-Glo luminescence. hit rate 0.4% among 360,000;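 active means inhibition above a per-plate cutoff of the control wells' mean inhibition plus 3 SD, cut at about 5.5% in these data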;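 further: 0% = DMSO wells median and 100% = median of wells with control inhibitor compound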
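Assay system: T. brucei methionyl-tRNA synthetase, purified | Medium: HEPES buffer with MgCl2, KCl, DTT, spermine, BSA, pyrophosphatase | Compound: 11.9 µM single point | Incubation: 15 min enzyme-compound preincubation, 2 h reaction, 10 min detection, 25 °C | Measured by: Kinase-Glo luciferase luminescence reporting remaining unconsumed ATP | Measure: % inhibition normalized to control-well medians | Replication: Singlicate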
LMPTP inh: LMPTP (human) inhibition; P24666; AID 651560; hit rate 0.22% among 360,000; recombinant LMPTP-A, OMFP fluorogenic substrate, fluorescence intensity; inhibition, % at 20 µM;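 active means compounds that cut the enzyme signal by at least half of the control window in the single-dose screen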;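 further: plate controls were DMSO wells with enzyme plus substrate for no effect and substrate without enzyme for full effect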
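Assay system: LMPTP-A, protein tyrosine phosphatase of low molecular weight / Medium: pH 6.0 Bis-Tris buffer with DTT and Triton X-100 / Schedule: 50 min enzyme reaction at room temperature, protected from light / Measured by: endpoint fluorescence intensity from OMFP dephosphorylation / Read-out basis: % inhibition relative to no-enzyme and uninhibited control wells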
SUMO1 PPI mod: modulators of human SUMO1-mediated protein-protein interactions; P63165; SUMO1 binding to a labelled peptide, TR-FRET, 1 h; inhibition, % at 20 µM; hit rate 0.33% among 360,000; AID 602429; in the data active means inhibition above about 37%
Target sequence (P63165 whole entry, looked up): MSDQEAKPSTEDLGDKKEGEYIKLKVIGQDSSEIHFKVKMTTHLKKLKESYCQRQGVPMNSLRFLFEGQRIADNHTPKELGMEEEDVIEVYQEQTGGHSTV
STEP inh: blocks human striatal-enriched tyrosine phosphatase | P54829 | hit rate 0.25% among 360,000 | inhibition, % at 20 µM | AID 588621 | recombinant STEP, OMFP fluorogenic substrate, fluorescence;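 active means inhibition at 20 µM, scaled per plate between control wells, above about 37%, limit read from the data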;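 further: 0% = DMSO with enzyme and substrate and 100% = substrate only without enzyme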
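material = STEP tyrosine phosphatase | reagent = fluorogenic phosphatase substrate OMFP at 25 µM final | doses = single compound dose of 20 µM, 1% DMSO final | schedule = 20 min reaction, room temperature, in the dark | measured by = fluorescence, 480/540 nm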
MsrA inh: bovine MsrA inhibition. purified bovine MsrA, absorbance read-out. inhibition, % at 15.5 µM. hit rate 0.75% among 360,000. AID 651718; in the data active means inhibition above about 4.5%;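 further: 0% = vehicle wells with enzyme and 100% = reference inhibitor wells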
* = called active by the depositor; / = no result given.

The line under a structure holds: DNMT1 block	Scp1 inh	E coli Lon inh	MsrA act	NRP1-CendR mod	TbMetRS inhib	LMPTP inh	SUMO1 PPI mod	STEP inh	MsrA inh
CC(Oc1cc2oc(=O)c3c(c2cc1Cl)CCCC3)C(=O)NCCN1CCOCC1 (stereo not drawn)
 : -1	-6	0	-1	-4	-0.1	-1.6	-4	-2	4.1
COc1ccc(-c2nnc(SCC(=O)Nc3cc(C)on3)n2N)cc1OC
 : 1	-5	3	-4	-7	0.6	-2.5	0	0	0.1
Cc1cccc(NS(=O)(=O)c2ccc(C)c(C(=O)OCC(=O)Nc3cc(C)on3)c2)c1
 : -4	-7	0	0	3	-0.5	0.9	4	-1	2.8
COc1ccc(/C(N)=N/OC(=O)Cc2ccccc2)cc1
 : 1	-10	3	-3	12	-0.4	1.7	2	1	-1.7
CC(=O)NCC1COc2ccccc2O1 (stereo not drawn)
 : -1	-5	-9	-6	-2	-0.6	-2.0	1	-1	-0.3
CCN(CC)c1ccc(/C=N/NC(=O)c2ccc3c(c2)OCCO3)cc1
 : -3	-5	-8	-1	18	-0.4	0.9	-20	-2	3.1
Fc1ccc2cc(-c3ccsc3)ncc2c1
 : 4	-8	-8	-6	-5	-0.4	0.7	-22	2	1.7
O=C(COc1ccccc1)Nc1ccc2c(c1)nc1n2CCOC1
 : 1	-1	1	-2	-3	0.1	0.8	-1	2	-0.5
O=S(=O)(Nc1ccc(-c2cnco2)cc1)c1ccccc1
 : 1	-14	-5	-2	1	0.3	0.5	0	0	1.4
CN=c1scc(C)n1/N=C/c1ccc(O)c(O)c1O
 : -2	-7	12	-14	6	-1.8	8.5	1	2	4.1

Pulled by compound from above, 3 records:
The line under a structure holds: DNMT1 block	Scp1 inh	E coli Lon inh	MsrA act	NRP1-CendR mod	TbMetRS inhib	LMPTP inh	SUMO1 PPI mod	STEP inh	MsrA inh
COc1ccc(/C(N)=N/OC(=O)Cc2ccccc2)cc1
 : 1	-10	3	-3	12	-0.4	1.7	2	1	-1.7
CC(=O)NCC1COc2ccccc2O1 (stereo not drawn)
 : -1	-5	-9	-6	-2	-0.6	-2.0	1	-1	-0.3
O=C(COc1ccccc1)Nc1ccc2c(c1)nc1n2CCOC1
 : 1	-1	1	-2	-3	0.1	0.8	-1	2	-0.5

(cont.)
The line under a structure holds: DNMT1 block	Scp1 inh	E coli Lon inh	MsrA act	NRP1-CendR mod	TbMetRS inhib	LMPTP inh	SUMO1 PPI mod	STEP inh	MsrA inh
COc1ccc(C(=O)Nc2cccc(S(=O)(=O)NC3=NCCC3)c2)cc1OC
 : -2	-8	1	-3	-9	-0.4	-0.6	9	-1	0.1
O=C(/C=C/c1ccc(F)cc1)c1ccccc1Br
 : 7	-9	-8	-5	4	0.2	0.0	-3	-1	0.1
Cn1cc(/C=N/Nc2ccccc2)c2ccccc21
 : -15	-1	5	-3	-6	-0.3	2.4	-4	9	0.0
CCN1CCN(CCNC(=O)Cn2c(=O)c3cccn3c3ccc(F)cc32)CC1
 : 1	10	5	-3	17	-0.6	-2.6	-4	-4	1.2
Cc1ccc(CNC(=O)CN(c2ccc(C)cc2)S(=O)(=O)c2c(C)n[nH]c2C)cc1
 : 2	-1	7	0	2	-0.8	0.6	-6	-2	0.4
CCO[C@H]1OC(C(=O)NCc2ccccc2)=C[C@@H](C2CC2)[C@@H]1CCCO
 : 6	-5	-7	0	0	-0.3	-1.9	-8	-1	0.3
CC(C)c1ccc(C2c3[nH]c4ccccc4c3C[C@H]3C(=O)N(c4ccccc4C(=O)N4CCC[C@H]4C(=O)O)C(=O)N23)cc1 (stereo partly drawn)
 : -6	-1	0	1	-2	1.4	-1.2	3	-1	0.0
O=C(O)c1ccc(-n2ncc3c2/C(=C\c2cccc([N+](=O)[O-])c2)CC3)cc1
 : 1	64*	-1	-2	-4	0.3	19	9	5	2.1
COc1ccc(-c2cc(CC3(C(=O)O)CCN(C(=O)OC(C)(C)C)CC3)on2)c(OC)c1
 : 11	0	-3	-10	-11	-0.4	0.6	10	1	-0.5
CCC(=O)N1CCN(c2ccc(Cl)cc2NC(=O)c2ccc([N+](=O)[O-])o2)CC1
 : -3	-8	7	-6	11	-0.5	0.6	-17	1	-0.9
CCCS(=O)(=O)NC(=O)C1(C)CCCN(C(=O)COc2ccc(Cl)cc2Cl)C1 (stereo not drawn)
 : 1	/	2	-8	5	-0.4	1.2	2	2	2.4
O=C(COC(=O)c1ccccc1NCCO)Nc1cc(C(F)(F)F)ccc1N1CCOCC1
 : -3	-2	-14	-3	2	-0.1	2.2	6	-1	-0.5
O=C(NC1CCCC1)C(c1ccccn1)N(C(=O)c1csnn1)c1ccc(F)cc1 (stereo not drawn)
 : 0	-5	0	0	-4	-0.3	-1.6	-2	0	0.7
O=[N+]([O-])c1ccc(/C=N\N2CCN(Cc3ccccc3Cl)CC2)cc1
 : 8	/	-1	-4	-5	-0.2	1.5	-17	0	0.8
O=C(NC(=S)N1CCCCCC1)c1ccccc1Cl
 : 3	4	9	-8	5	-1.1	-1.1	0	-2	-0.2
COc1ccc(-c2csc(NC(=O)C3COc4ccccc4O3)n2)cc1OC (stereo not drawn)
 : -9	-12	-6	6	-3	-0.3	3.9	7	3	0.9
CCc1cc(CNC(=O)C2CCC(=O)N(Cc3ccccc3F)C2)on1 (stereo not drawn)
 : -3	/	-9	1	1	-0.2	-0.5	-5	0	-0.5
CCOC(=O)c1cnc(SCC(=O)Nc2nc(C)c(C)s2)nc1N
 : 4	0	-4	1	-6	-0.7	-1.2	-1	2	-1.1
O=C(C1CCCCC1)N1CCC2CC1c1cc(N3CCCCC3)ccc12 (stereo not drawn)
 : -1	/	-7	-2	-45	-0.2	-1.8	5	0	-0.2
CCC(=O)N1CCC1(C)C(=O)NCc1ccccc1SC (stereo not drawn)
 : 3	/	-2	-3	3	0.0	-0.9	-4	1	1.3
CCN=C1S/C(=C/c2ccc(-c3ccc(F)cc3)o2)C(=O)N1CC
 : 0	-12	-4	-2	-5	-0.2	5.2	-14	0	-0.5
COc1ccc(-c2n[nH]c(=S)n2Cc2ccccc2)cc1
 : -4	-2	-13	-1	2	-0.6	-2.5	3	1	-1.0
Cc1ccccc1C(=O)Nc1ccnn1C1CCN(Cc2ccc(CO)o2)CC1
 : 1	-11	2	4	14	-0.5	-0.5	6	3	0.6
COc1cc([C@@H]2CC=C(C(=O)O)CN2S(=O)(=O)c2ccc(C)cc2)cc(OC)c1OC
 : 4	10	-10	-3	-1	-0.3	-1.0	7	0	-0.9
COc1ccc(C(=O)OCC(=O)c2ccc3c(c2)NC(=O)CO3)cc1[N+](=O)[O-]
 : -2	0	1	-3	-6	-0.2	8.2	2	-1	-0.7
N#CC1(C#N)[C@@H](C(=O)C23CC4CC(CC(C4)C2)C3)C12CCOCC2
 : 4	-2	-9	-4	-13	-0.1	-1.1	1	1	-0.6
O=C(Nc1nnc([C@@H]2C[C@H](O)[C@@H](CO)O2)s1)c1cccs1
 : -3	/	-18	-1	-3	0.2	-1.4	-2	1	2.4
Cc1c(-c2c(C#N)c(N)nc3c2CCCCCC3)cnn1C
 : 4	-5	-5	-7	-6	-0.3	-1.8	0	-2	1.4
CCn1cc(C2C(C(=O)Nc3cc(C)ccn3)=C(C)NC3=C2C(=O)CC(C)(C)C3)c(C)n1 (stereo not drawn)
 : 14	-8	-6	-3	-8	-0.1	-1.1	0	-4	1.6
O=C(CCc1ccccc1)OCCOC(=O)CCc1ccccc1
 : -1	-2	-7	0	16	-0.9	-0.3	1	0	-0.8
O=[N+]([O-])c1c(Nc2ccc(O)cc2)cc(Cl)c2nonc12
 : 27	-13	0	-3	26*	0.7	0.4	-23	49*	3.9
COc1ccc(S(=O)(=O)Oc2c(OC)cc(C(=S)N3CCOCC3)cc2OC)cc1
 : -6	-10	2	-4	6	0.1	-0.7	1	5	0.1
Cc1ccc(NC(=O)Cc2nnc(SCC(=O)NC3CCCC3)n2C)cc1
 : -2	-4	-5	2	10	0.0	0.2	0	-1	0.1
Cc1ccc(S(=O)(=O)N2Cc3ccccc3CC2C(=O)Nc2cc(C)on2)cc1 (stereo not drawn)
 : -1	-14	-3	-2	-6	-0.5	-0.6	4	6	0.4
COCCNC(=S)N/N=C(\C)c1cccc(C(F)(F)F)c1
 : -3	-3	2	-1	5	0.1	0.4	4	-1	0.1
COc1ccc(CCN(C)C(=O)COc2ccc(N(C)S(=O)(=O)c3ccc(C)cc3)cc2)cc1OC
 : -2	-4	-4	-2	-2	-0.6	-7.8	-4	-1	0.4
N#CC(c1ccccc1)C1CCN(Cc2ccccc2)CC1 (stereo not drawn)
 : 3	-6	-1	-5	0	-1.3	-2.9	-4	1	-1.3
COc1cc(C2CC(=O)c3cnc(N)nc3C2)cc(OC)c1OC (stereo not drawn)
 : -1	-8	-2	0	-2	-0.2	-1.3	4	-3	-0.8
Cc1cccc(NC(=S)N(CCc2ccncc2)C(C)C)c1C
 : -1	10	-8	-4	1	-0.3	-2.5	-2	1	-1.0
CCn1c(=O)c(=O)[nH]c2cc(C(=O)NC3CCCC3)ccc21
 : 1	-9	2	-3	12	-0.3	0.3	-1	-2	1.7
O=C(c1ccccc1)C1OC1C(=O)c1ccccc1 (stereo not drawn)
 : 50*	-10	-6	-1	21	-0.2	2.5	9	4	-0.3
CCO[C@H]1OC(C(=O)NCc2nc3ccccc3[nH]2)=C[C@@H](c2ccc3c(c2)OCO3)[C@@H]1CCCO
 : 1	-3	-3	-1	7	1.9	-4.1	-3	4	0.2
CCC(C)C1Nc2ccc(C(=O)NCCc3ccc(OC)c(OC)c3)cc2NC1=O (stereo not drawn)
 : 1	-5	-2	-3	15	-0.2	-2.8	-2	2	/
CCN(CC)c1ccc(S(=O)(=O)N2CCOCC2)cc1NC(=O)COC(=O)C1=COCCO1
 : 1	-5	-3	-2	-13	-0.1	0.2	0	-1	-1.8
COc1ccccc1C1C2=C(N=c3s/c(=C/c4cccc(OCC(=O)O)c4)c(=O)n31)c1ccccc1CC2 (stereo not drawn)
 : 17	8	-13	-10	-33	0.1	6.4	10	4	3.1
Cc1ccc(C(=O)NCC(=O)N(C)Cc2ccc(Cl)cc2Cl)s1
 : -3	-10	-14	-2	-2	-0.2	-0.1	1	0	-0.7
Cc1ccccc1S(=O)(=O)NC(=O)C1(C)CCN1C(=O)Cc1ccc(Cl)cc1Cl (stereo not drawn)
 : 0	/	0	-1	3	0.6	-2.1	6	1	-0.1
COc1cc(OC)cc(C(=O)NCCCNC(=O)c2cccnc2)c1
 : 1	-1	1	0	7	0.3	-1.4	8	-2	-1.0
Cc1ccc(CC(=O)Nc2cccc(C)n2)cc1
 : -3	0	-6	-8	3	-1.1	-2.1	2	-8	1.1
COc1ccccc1-c1nnc(-c2ccc(F)cc2)o1
 : 1	-17	-2	-2	11	-0.1	-0.1	-1	-2	-0.3
